# Assay outcomes: PubChem BioAssay, Fisher Drug Discovery Resource Center
# NPYLR7 agonist = mosquito NPYLR7 agonism | HEK293T NPYLR7/Galpha15, GCaMP6s calcium fluorescence | activation, % at 10 µM | 270,000 compounds, 0.15% hits | AID 1259423; in the data active = activation above about 40%;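 also: 0% = vehicle and 100% = reference agonist at the receptor; some compounds past the cut are filed as inactive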
# mcGAS inh = blocks mouse cGAS activity. Q8C6L5. recombinant cGAS, Kinase-Glo ATP depletion luminescence. inhibition, % at 12.5 µM. 160,000 compounds, 0.15% hits. AID 1259399;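 also: 0% = negative control wells and 100% = reference inhibitor with no enzyme activity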
# hcGAS inh = inhibitors of human cGAS; Q8N884; recombinant h-cGAS, ATP depletion, Kinase-Glo luminescence; inhibition, % at 12.5 µM; 290,000 compounds, 0.081% hits; AID 1259398;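 also: 0% = vehicle reaction and 100% = reaction without DNA for no activity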
# Target sequence (Q8N884 whole entry, looked up): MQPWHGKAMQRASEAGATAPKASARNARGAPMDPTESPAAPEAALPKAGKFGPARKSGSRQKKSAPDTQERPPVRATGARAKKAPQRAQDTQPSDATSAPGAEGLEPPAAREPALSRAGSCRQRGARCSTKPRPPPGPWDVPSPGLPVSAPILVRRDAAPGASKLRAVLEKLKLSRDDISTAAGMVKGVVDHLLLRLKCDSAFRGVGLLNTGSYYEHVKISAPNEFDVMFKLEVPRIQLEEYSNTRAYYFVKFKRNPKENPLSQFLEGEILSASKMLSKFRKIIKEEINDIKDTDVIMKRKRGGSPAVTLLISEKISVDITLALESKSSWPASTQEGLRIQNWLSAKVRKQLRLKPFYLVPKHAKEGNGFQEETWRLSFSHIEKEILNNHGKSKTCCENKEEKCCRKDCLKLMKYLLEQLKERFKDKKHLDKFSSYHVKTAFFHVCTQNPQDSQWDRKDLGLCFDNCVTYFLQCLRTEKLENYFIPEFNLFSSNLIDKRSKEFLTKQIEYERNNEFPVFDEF
# An asterisk follows results filed as active; nt = no result given. Rule as the data show it, unless noted: active = inhibition above about 40%; inactive = the rest.
SMILES,NPYLR7 agonist,mcGAS inh,hcGAS inh
Cc1ccc(C)c(Cn2c(-c3ccccc3)c(CCNC(=O)c3cnn(-c4ccccc4)c3C)c3ccccc32)c1,-6,-4,-7
Cc1cc(C)nc(-n2ncc3c2CC(c2cccs2)CC3=O)n1 (centres undefined),14,nt,-8
COC(=O)c1ccc(Cn2ncc(Cl)c(Cl)c2=O)o1,13,-3,-2
CC(=O)c1ccc(N(S(C)(=O)=O)S(=O)(=O)c2ccc(Cl)cc2)cc1,0,nt,-7
Cc1cccc(NC(=O)NCCOc2ccc3nnc(-c4ccccc4)n3n2)c1C,-4,0,-4
CCC(C(=O)NC1CCSCC1)N(CC)CC (centres undefined),4,nt,-6
COCCN(Cc1ccc(OS(=O)(=O)c2ccc(NC(C)=O)cc2)cc1)C(=O)c1ccco1,-3,-2,-2
O[C@@H]1C[C@H]2CN(Cc3cnc(-c4cccc5ccccc45)nc3)C[C@H]2C[C@@H]1O,-1,nt,-1
COc1ccc(C(=O)N2CCN(c3nc(-c4ccccc4)nc(C)c3Cc3ccc([N+](=O)[O-])cc3)CC2)cc1,nt,-8,-8
Cc1ccc(C2c3c(n(CC(C)C)c(=O)[nH]c3=O)N=C3COC(=O)C32)cc1 (centres undefined),6,nt,-5
Cc1nc2ccccc2n1CO,-5,nt,-4
O=S(=O)(Nc1ccc(OC(F)F)c(Cl)c1)c1ccc(F)c(Cl)c1,5,-5,-1
O=C(NCC(=O)N1CCN(Cc2ccc(OC(F)(F)F)cc2)CC1)c1ccco1,10,-14,-5
CC1CN(C(=O)C(C)Sc2nc3ccccc3s2)CC(C)O1 (centres undefined),0,nt,-8
c1ccc(-c2nc3c4ccccc4nc(SCc4ccncc4)n3n2)cc1,0,nt,-1
CCCCN(CC(=O)N(CCc1c[nH]c2ccccc12)Cc1ccccc1)S(=O)(=O)c1cccc2ccccc12,17,-4,-3
CC(SCC1CCCO1)C(=O)Nc1ccc2c(c1)CCC2 (centres undefined),12,-7,-10
Cn1c(NC(=O)C2c3ccccc3Oc3ccccc32)cc(=O)n(C)c1=O,9,-7,-9
Cc1ccc(F)c(C(=O)N2CCN(c3ncccc3NC(=O)c3ccc4c(c3)OCO4)CC2)c1F,5,-5,-1
Cc1ncc(C(=O)NCCCc2c(C)n[nH]c2C)c(C)n1,15,-15,-7

# Compounds from the list above with nitrogen in an aromatic ring:
SMILES,NPYLR7 agonist,mcGAS inh,hcGAS inh
Cc1ccc(C)c(Cn2c(-c3ccccc3)c(CCNC(=O)c3cnn(-c4ccccc4)c3C)c3ccccc32)c1,-6,-4,-7
Cc1cc(C)nc(-n2ncc3c2CC(c2cccs2)CC3=O)n1 (centres undefined),14,nt,-8
COC(=O)c1ccc(Cn2ncc(Cl)c(Cl)c2=O)o1,13,-3,-2
Cc1cccc(NC(=O)NCCOc2ccc3nnc(-c4ccccc4)n3n2)c1C,-4,0,-4
O[C@@H]1C[C@H]2CN(Cc3cnc(-c4cccc5ccccc45)nc3)C[C@H]2C[C@@H]1O,-1,nt,-1
COc1ccc(C(=O)N2CCN(c3nc(-c4ccccc4)nc(C)c3Cc3ccc([N+](=O)[O-])cc3)CC2)cc1,nt,-8,-8
Cc1ccc(C2c3c(n(CC(C)C)c(=O)[nH]c3=O)N=C3COC(=O)C32)cc1 (centres undefined),6,nt,-5
Cc1nc2ccccc2n1CO,-5,nt,-4
CC1CN(C(=O)C(C)Sc2nc3ccccc3s2)CC(C)O1 (centres undefined),0,nt,-8
c1ccc(-c2nc3c4ccccc4nc(SCc4ccncc4)n3n2)cc1,0,nt,-1
CCCCN(CC(=O)N(CCc1c[nH]c2ccccc12)Cc1ccccc1)S(=O)(=O)c1cccc2ccccc12,17,-4,-3
Cn1c(NC(=O)C2c3ccccc3Oc3ccccc32)cc(=O)n(C)c1=O,9,-7,-9
Cc1ccc(F)c(C(=O)N2CCN(c3ncccc3NC(=O)c3ccc4c(c3)OCO4)CC2)c1F,5,-5,-1
Cc1ncc(C(=O)NCCCc2c(C)n[nH]c2C)c(C)n1,15,-15,-7

# Further results follow.
SMILES,NPYLR7 agonist,mcGAS inh,hcGAS inh
Cc1cccc(CO[C@]2(C(=O)NC3CC3)CC(OCc3c(F)cccc3F)[C@@H]3OC(C)(C)O[C@@H]3C2)c1 (some centres undefined),15,-5,-11
COCCNC(=O)Cc1csc(SCC(=O)c2ccc3c(c2)OCO3)n1,nt,-7,-3
CCCNC(=O)c1nnn(-c2ccccc2)c1C,5,-9,-10
Cc1nc2c(c(=O)[nH]1)CCN(C(=O)CCCc1cn[nH]c1)C2,3,nt,-7
COc1ccc(Br)c(-c2nc(Cc3ccccc3OC)no2)c1,2,-7,-2
COc1cccc(CN(Cc2ccc(F)cc2)CC(O)COCc2ccccc2)c1 (centres undefined),38,-5,-9
O=C(NC1CCCCC1)[C@H](Cc1ccccc1)N1C(=O)c2ccccc2C1=O,-7,-4,-3
CN(C)c1ccc(NC(=O)c2cccs2)cc1CN(Cc1cccc(F)c1)C(=O)c1ccccc1Cl,3,-7,-1
COc1ccc(-n2ncc(C(=O)NCc3ccccn3)c2C)cc1,17,-5,-5
Cc1ccccc1OC1CCN(Cc2nc(COc3ccccc3)no2)CC1,12,-11,-8
Cc1cc(C)c2nc(NCCN(C)C)sc2c1,2,nt,-6
COc1cc(C2C(=C(O)c3ccccc3)C(=O)C(=O)N2CCCn2ccnc2)cc(OC)c1OC (centres undefined),0,nt,-5
CCCCCCCC(=O)NC(C)C(=O)Nc1nnc(-c2ccccc2)s1 (centres undefined),-1,-4,-9
C=CCOC(CN1CCN(C(=O)c2ccc(OC)cc2OC)CC1)c1cccc(OC)c1 (centres undefined),-4,-5,-5
Cc1ccc(CN(Cc2ccc(F)cc2)C(=O)CN(CCN2CCOCC2)C(=O)c2ccc(Cl)cc2)o1,-11,-6,-16
CCOC(=O)CSc1ccc(NC(=O)c2ccc(C)cc2)nn1,6,-10,-7
COc1cc(C)c(-c2cccc(-n3cnnc3)c2)c(C)c1,-5,nt,-2
O=[N+]([O-])c1cccnc1Oc1ccc(Oc2ccccc2)cc1,8,-8,-3
Cc1nc2c(C(=O)Nc3cnc4n3CCCC4)cccc2[nH]1,2,nt,-3
O=C(C1c2ccccc2Oc2ccccc21)N1CCC(Cn2ccnc2)CC1,-2,nt,-5
NCC1CCN(Cc2ccccc2Cn2cccn2)C1 (centres undefined),12,nt,-6
O=C(CCC1CCN(C(=O)c2cccs2)CC1)NCc1ccc(F)cc1,-6,-3,-4
O=C(N[C@@H]1CNC[C@H]1O)c1ccc(CSc2ccccn2)cc1,nt,-16,-5
C=CC(O)c1nnc(Nc2cc(OC)c(OC)c(OC)c2)s1 (centres undefined),1,-7,-2
Cc1ccc(-c2csc3nc(CSc4nnc(C5CC5)n4C)[nH]c(=O)c23)s1,8,-2,-6
CCCCC(CC)C(=O)Nc1ccc(N2CCN(c3ccccc3OC)CC2)c(C(=O)NCc2ccc(F)cc2)c1 (centres undefined),21,-5,-11
Cc1ccc(CCN(N=O)c2ccccc2)cn1,2,nt,-9
CC1CCc2sc(C(=O)OCC(=O)N3c4ccccc4NC(=O)C34CCCC4)cc2C1 (centres undefined),8,nt,-4
COc1ccccc1CC(=O)N(C)Cc1nc2ccsc2c(=O)[nH]1,11,nt,-4
CN1CCNC(=O)C12CCN(C(=O)c1nc(-c3ccccc3)cs1)CC2,25,-14,-2
C=c1ccccc1=C1NNc2c3ccc(Cl)cc3nc(=NCCN(C)C)n21,nt,2,3
O=C(c1cccnc1-c1ccc(-c2ccn[nH]2)cc1)N1CCCC1,7,nt,-6
CCn1nc(CC(C)C)cc1C(=O)N1CCCC1Cn1cccn1 (centres undefined),-1,-20,-3
CCOc1ccc(-c2nc(-c3ccccc3C)no2)cc1,-6,-5,-9
CCC(C(=O)N(CC(=O)N(Cc1ccc2c(c1)OCO2)Cc1ccc(C)o1)CC(C)C)c1ccccc1 (centres undefined),-5,0,1
Clc1ccc2nc(CSc3nc(-c4ccccc4)c(-c4ccccc4)o3)cn2c1,-1,-8,-8
c1ccc(-c2nnc3sc(CN4CCc5ccccc54)cn23)cc1,15,nt,-9
C/C(=C\c1ccco1)CN1CCC(CNC(=O)c2ccoc2C)C1 (centres undefined),-1,nt,-4
CCOc1ccc(-c2nccn2C2CCCC2)cc1CO,2,nt,-3
Cc1cccc(CNC(C)c2cnc(N3CCCCCCC3)nc2C)n1 (centres undefined),16,nt,-10
Cc1nccc(-c2cccc(NS(=O)(=O)NCc3ccccc3)c2)n1,nt,-9,-1
CCCc1cc(NCc2ccccc2)n2nc3nc(C)cc(C)c3c2n1,3,-2,0
Cc1nc(C(F)(F)F)ccc1C(=O)N1CCC1(C)C(=O)NS(=O)(=O)c1ccc(Cl)cc1 (centres undefined),-1,nt,-7
Cc1ccc(CN(Cc2ccco2)CC(O)COCc2ccco2)s1 (centres undefined),22,-5,-10
Cc1ccc(-c2nc3ccccn3c2NC(=O)c2ccccc2)cc1,-5,-7,-6
CCCCCCCCCCCC(=O)N1CCN(C(=O)c2cc(-c3ccc(OC)cc3)n(-c3ccc(F)cc3F)c2C)CC1,26,-4,-1
c1csc(-c2nc(CSc3nnc(-c4cccs4)n3C3CC3)co2)c1,0,-4,-8
O=C(c1csc(CSc2nnc(-c3ccncc3)n2-c2cccc(C(F)(F)F)c2)n1)N1CCN(c2cccc(Cl)c2)CC1,5,-6,-8
Nc1nnnn1NC/C=C/c1ccc(Cl)cc1,-17,-6,-2
Cc1cc(C)nc(SCc2cc(=O)c(OC(=O)C3c4ccccc4Oc4ccccc43)co2)n1,-6,93*,-2

# Brought forward from above: 3 compounds; new compounds follow.
SMILES,NPYLR7 agonist,mcGAS inh,hcGAS inh
O=C(c1csc(CSc2nnc(-c3ccncc3)n2-c2cccc(C(F)(F)F)c2)n1)N1CCN(c2cccc(Cl)c2)CC1,5,-6,-8
Nc1nnnn1NC/C=C/c1ccc(Cl)cc1,-17,-6,-2
Cc1cc(C)nc(SCc2cc(=O)c(OC(=O)C3c4ccccc4Oc4ccccc43)co2)n1,-6,93*,-2
CSc1cccc(Nc2nc3ccccc3n3cnnc23)c1,6,-2,-6
O=C1NC2(CCN(Cc3cccc(F)c3F)CC2)Nc2ccc(Br)cc21,-1,-5,-6
CC(C)(C)NC(=O)CN1CCN(C(=O)NCCc2ccccc2F)CC1,10,nt,-7
CN1CCN(c2ccc(-c3ccc4nnc(-c5ccccn5)n4c3)cc2)CC1,6,-5,-1
COc1cccc(NC(=O)Nc2ccc(-n3nc(OCc4ccc(F)cc4)nc3-c3cccc(F)c3)cc2)c1,nt,-3,0
C=CCNC(=O)C(C)Sc1nc2cc3ccccc3cc2c(=O)n1C (centres undefined),10,nt,-3
Cc1cccc(NC(=O)c2cc(-c3ccc(Cl)c(Cl)c3)nc3ccccc23)n1,3,-7,-2
O=c1[nH]cc(S(=O)(=O)Nc2ccc(F)c(F)c2)c(=O)[nH]1,-13,-8,-4
CCOc1c(CC)cnc2c1c(=O)n(CC(=O)N1CCCCCC1)c(=O)n2C,-5,nt,4
CC1=NC2=C(C(=O)CCC2)C(c2coc3ccccc3c2=O)C1C(=O)OCC1CCCO1 (centres undefined),-8,-1,0
CN(C)CCC1(c2ccc(Cl)cc2)Cc2ccccc2C(=O)O1 (centres undefined),7,nt,-6
O=C(CSc1ncnc2c1cnn2-c1ccccc1)c1ccc(O)c(O)c1,11,17,8
Cc1nn(C)c(C)c1C(=O)C(=O)NNC(=O)C12CC3CC(CC(C3)C1)C2,9,nt,-13
